Screening results as filed in PubChem.
KCNK3 block: human KCNK3 channel inhibition, primary screen | O14649 | CHO-KCNK3 thallium flux, FluxOR fluorescence; stronger effect = lower value | B-score at 10 µM | 340,000 tested, 0.84% active | AID 602410;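 active means B-score under library mean minus 4 SD, starting fluorescence ratio at most library mean plus 5 SD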;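 further: more negative B-score means stronger inhibition of thallium flux through KCNK3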
GSK3A inh: inhibitors of human GSK-3 alpha kinase | ADP-Glo luminescence, 60 min | inhibition, % at 10 µM | 320,000 tested, 0.1% active;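 in the data active means inhibition above about 50%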;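 further: GST-tagged GSK-3 alpha with peptide substrate and 25 µM ATP; 0% = DMSO neutral wells and 100% = GW8510 positive control wells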
Target sequence (P49840 whole entry, looked up): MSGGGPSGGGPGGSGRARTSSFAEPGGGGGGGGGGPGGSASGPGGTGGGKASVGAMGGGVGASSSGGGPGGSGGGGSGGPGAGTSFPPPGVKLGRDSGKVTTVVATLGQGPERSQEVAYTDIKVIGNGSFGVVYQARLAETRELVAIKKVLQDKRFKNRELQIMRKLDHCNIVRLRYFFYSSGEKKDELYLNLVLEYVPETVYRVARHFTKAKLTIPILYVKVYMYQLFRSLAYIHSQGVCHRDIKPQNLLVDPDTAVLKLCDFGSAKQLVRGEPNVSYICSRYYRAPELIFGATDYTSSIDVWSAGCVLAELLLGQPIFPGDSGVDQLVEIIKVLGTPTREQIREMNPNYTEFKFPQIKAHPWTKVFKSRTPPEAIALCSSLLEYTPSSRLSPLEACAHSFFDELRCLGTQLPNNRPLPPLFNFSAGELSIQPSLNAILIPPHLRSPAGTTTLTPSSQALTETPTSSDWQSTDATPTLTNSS
DYRK1A inh: Dyrk1A (rat) kinase inhibition | ADP-Glo luminescence, NFATc1 peptide | inhibition, % at 12.5 µM | 310,000 tested, 0.43% active | AID 504441; in the data active means inhibition above about 50%;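 further: plate controls were vehicle with enzyme for no effect and no enzyme for full effect; many of its hits are not listed in these tables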
PolyA inhibitor: inhibitors of polyadenylation in S. cerevisiae; calls only at 12 µM; AID 1875; S. cerevisiae SKY197-pL101 polyadenylation reporter, beta-gal luminescence; efflux-impaired pdr1/pdr3 knockout yeast; score 100 = 6 SD above DMSO; 300,000 tested, 0.02% active;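 active means lowest replicate activity score at least 50, where 100 means six control SD above control mean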;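 further: yeast exposed to compound for 9 h at 30 °C; higher score means more reporter readthrough which indicates perturbed polyadenylation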
KCNQ1 pot: human KCNQ1 channel potentiation or activation. B-score at 10 µM. CHO-K1 KCNQ1, thallium flux FluxOR fluorescence; stronger effect = higher value. 310,000 tested, 0.35% active. P51787;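 active means fluorescence ratio B-score, a plate-corrected score, at least three library SD, with initial intensity B-score within 5 SD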
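Medium – assay buffer, equal DMSO in all wells · Material – CHO-K1 cell line with stable KCNQ1 potassium channel expression · Signal – kinetic FluxOR thallium fluorescence, 10-s 1-Hz baseline, 110-s post-stimulus read · Compound – single concentration per compound, DMSO matched to controls · Schedule – 37 °C overnight plating, 90-min dark dye load, 20-min compound pretreatment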
hERG protect: hERG (human) protection from proarrhythmic block; Q12809; CHO-hERG, FluxOR thallium flux, dofetilide IC70 present; activation (rescue from dofetilide block), less the hit threshold, % at 10 µM; 310,000 tested, 0.51% active; AID 1511;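 active means activation above the mean of controls blocked by dofetilide plus 5 SD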;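 further: thallium influx through hERG after potassium depolarization seen as dye fluorescence rise; in these data hits start at about 4.7%; inactives centre near -7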
RGS4 inh: human RGS4 inhibition | P49798 | HEK293 M3R/RGS4 inducible, Fluo-4 calcium flux; stronger effect = higher value; triggered by carbachol at its EC20 | B-score at 10 µM | 310,000 tested, 0.45% active | AID 463165;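 active means B-score, a plate-corrected calcium signal, over three deviations above library mean, with baseline fluorescence within five deviations of library mean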;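 further: RGS4 expression induced by doxycycline in cells with stable M3 receptor; B-score is computed from the integrated fluorescence ratio over baseline after carbachol; higher B-score means a larger calcium signal and so more RGS4 inhibition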
Target sequence (P49798 whole entry, looked up): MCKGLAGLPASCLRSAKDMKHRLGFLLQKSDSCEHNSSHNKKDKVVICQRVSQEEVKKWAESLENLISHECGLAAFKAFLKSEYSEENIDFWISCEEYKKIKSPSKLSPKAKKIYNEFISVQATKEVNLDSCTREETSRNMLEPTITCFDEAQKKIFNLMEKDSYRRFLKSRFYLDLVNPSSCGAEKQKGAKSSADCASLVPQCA
RGS4 pot: potentiators or activators of RGS4 | HEK293 M3R/inducible RGS4, carbachol calcium flux Fluo4; stronger effect = lower value | B-score at 10 µM | 310,000 tested, 0.92% active;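 active means B-score of the integrated calcium signal more than 4 SD below the library mean, with starting fluorescence not abnormally high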;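 further: negative B-score means reduced calcium response which marks RGS4 activation or potentiation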
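Detection: kinetic calcium fluorescence imaging with Fluo4-AM dye, 2 µM / Material: HEK293 cells with stable M3R and inducible RGS4 / Schedule: recording 10 s baseline at 1 Hz, 100 s post-agonist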
KCNQ1 block: inhibitors of human KCNQ1 potassium channel; 310,000 tested, 1.3% active; B-score at 10 µM; CHO-K1 KCNQ1, FluxOR thallium flux fluorescence; stronger effect = higher value;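 active means compounds whose thallium flux B-score, printed positive for inhibition, exceeds three library SD while starting fluorescence stays within three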;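 further: channel opened by potassium depolarization with thallium stimulus after 20 min compound exposure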
KCNK9 block: human KCNK9 channel inhibition | B-score at 10 µM | HEK293 KCNK9, FluxOR thallium flux fluorescence; stronger effect = lower value | AID 488922 | Q9NPC2 | 310,000 tested, 1.2% active;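 active means ratio B-score over 3 SD below the library mean, with starting fluorescence within 5 SD of its mean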;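 further: negative B-score means less thallium flux so channel inhibition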
Target sequence (Q9NPC2 whole entry, looked up): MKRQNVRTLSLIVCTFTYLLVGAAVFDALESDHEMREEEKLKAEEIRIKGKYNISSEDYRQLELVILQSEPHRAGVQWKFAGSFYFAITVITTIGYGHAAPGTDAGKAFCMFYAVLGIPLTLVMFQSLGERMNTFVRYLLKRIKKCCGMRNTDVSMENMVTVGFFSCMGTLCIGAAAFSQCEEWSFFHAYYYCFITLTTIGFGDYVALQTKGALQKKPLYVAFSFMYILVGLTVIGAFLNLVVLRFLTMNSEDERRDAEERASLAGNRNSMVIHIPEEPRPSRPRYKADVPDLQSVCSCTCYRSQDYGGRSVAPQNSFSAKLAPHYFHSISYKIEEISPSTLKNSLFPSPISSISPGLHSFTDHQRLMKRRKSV
GSK3B inh: blocks human GSK3beta kinase activity; 300,000 tested, 0.038% active; activity score (negative = inhibition), % at 10 µM; GST-GSK3beta kinase, ADP-Glo luminescence, 60 min; stronger effect = lower value; P49841;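 active means more than half of replicate wells score below -50%, meaning over 50% inhibition versus plate controls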;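 further: 0% = median DMSO wells and -100% = median GW8510 positive control wells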
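Test system – GST-tagged human GSK3beta kinase, cell-free · Incubation – 60 min enzyme reaction, room temperature · Signal – ADP-Glo luminescence · Also added – peptide substrate and ATP at 25 µM · Controls – DMSO neutral wells and GW8510 at 20 µM as positive · Buffer or medium – Tris/MgCl2 kinase buffer · Measure – Luminescence-derived activity versus plate DMSO and GW8510 wells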
* hit, by the source's call; i = inactive; nt = not tested or not shown. A portion of the library (hit frequency here may not be typical).

SMILES | KCNK3 block | GSK3A inh | DYRK1A inh | PolyA inhibitor | KCNQ1 pot | hERG protect | RGS4 inh | RGS4 pot | KCNQ1 block | KCNK9 block | GSK3B inh
O=S(=O)(Nc1ccccc1)c1ccc(-c2csnn2)cc1 | i | -1 | 1 | i | i | -9 | i | -8.4* | i | i | 0
CCN(C(=O)COC(=O)CCc1c[nH]c2ccccc12)c1c(N)n(Cc2ccccc2)c(=O)[nH]c1=O | i | -2 | 4 | i | i | -12 | i | i | i | i | 2
CCC12CN(C(=O)c3ccc([N+](=O)[O-])cc3)CC(CC)(CN(C(=O)c3ccc([N+](=O)[O-])cc3)C1)C2=O | i | 2 | nt | i | i | -8 | i | i | i | i | 0
O=C(Nc1ccccc1)Nc1nncs1 | i | 1 | 26 | i | i | -1 | i | i | i | i | 1
N#Cc1c(SCc2ccc(Cl)cc2)sc(C(=O)c2ccccc2)c1N | i | -3 | 2 | i | i | -6 | i | i | i | -11* | 2
O=C(CSc1nc2ccccc2c(=O)n1-c1ccccc1)NCc1ccco1 | i | -1 | 2 | i | i | -9 | i | i | i | i | 5
Cc1ccnc(-n2c(C)cc(/C=N/NC(=O)COc3cccc4cccnc34)c2C)c1 | i | -4 | nt | i | i | -19 | i | i | i | i | -2
O=C(N/N=C/c1c[nH]c2ccccc12)c1ccn(Cc2ccc(Cl)cc2Cl)n1 | -9.3* | -1 | 1 | i | i | -6 | i | i | i | i | -1
COCC(=O)NC1CC(C)(C)Cc2c1cnn2-c1ccc(F)cc1 (stereo not drawn) | i | -2 | nt | i | i | -1 | i | i | i | i | 0
Cc1ccc(C)c(OCC(=O)Nn2c(C)nc3ccccc3c2=O)c1 | i | -3 | -2 | i | i | -11 | i | i | i | i | 3
CCC1(CC)Cc2ccccc2C(CC(=O)N2CCOCC2)=N1 | i | -1 | 1 | i | i | -10 | i | i | i | i | 1
Cc1ccc([N+](=O)[O-])cc1NC(=O)c1ccccc1 | i | -4 | 3 | i | i | 0 | i | i | i | i | 2
CCN1CCN(C(c2ccc(F)cc2)c2nnnn2Cc2cccs2)CC1 (stereo not drawn) | i | 1 | 5 | i | i | -3 | i | i | i | i | 4
COc1cccc(COc2ccc3c(C)cc(=O)oc3c2)c1 | i | -2 | -2 | i | i | -3 | i | i | i | i | 2
CCOc1ccc(NC(=S)N=Nc2c(O)[nH]c3ccccc23)cc1 | i | -1 | 7 | i | i | -3 | i | i | i | i | 0
CC1=C(N2CCCCC2)CCC1=O | i | -2 | -1 | i | i | -8 | i | i | i | i | 3
COc1ccc(C2=NOC(C(=O)N(C)Cc3ccccc3)C2)cc1 (stereo not drawn) | i | 0 | -3 | i | i | -6 | i | i | i | i | -1
O=C(NNC(=O)C12CC3CC(CC(C3)C1)C2)c1cccc([N+](=O)[O-])c1 | i | 0 | -5 | i | i | 1 | i | i | i | i | 1
Cc1occc(=O)c1OC(=O)Nc1ccccc1 | i | -2 | -5 | i | i | -7 | i | i | i | i | 1
O=C(c1ccc(Cl)s1)N1CCN(c2ccccc2)CC1 | i | -3 | 3 | i | i | 0 | i | i | i | i | 1
CCC(C)C1C(C#N)=C(N)Oc2n[nH]c(C)c21 (stereo not drawn) | i | 1 | 8 | i | i | -9 | i | i | i | i | -1
Cc1ccc(NC(=O)NC2CC(=O)N(c3ccc4c(c3)OCCO4)C2)cc1F (stereo not drawn) | i | -1 | 13 | i | i | -5 | i | i | i | i | 5
CCOc1cc(/C=C2\C(=N)N3N=C(C)SC3=NC2=O)ccc1OCCOc1ccccc1 | i | 1 | nt | i | i | -3 | i | i | i | i | 1
O=C(C1CCN(S(=O)(=O)c2ccccc2F)CC1)N1CCc2ccccc2C1 | i | -1 | nt | i | i | -9 | i | i | i | i | -4
CCOC(=O)Cn1c(CN2CCN(c3cccc(Cl)c3)CC2)nc2c1c(=O)[nH]c(=O)n2C | i | -3 | 4 | i | i | -12 | i | i | i | i | -1

Next compounds.
SMILES | KCNK3 block | GSK3A inh | DYRK1A inh | PolyA inhibitor | KCNQ1 pot | hERG protect | RGS4 inh | RGS4 pot | KCNQ1 block | KCNK9 block | GSK3B inh
COc1cc2[nH]c(=O)n3nc(-c4ccccc4)nc3c2cc1OC | i | 46 | 2 | i | i | -4 | i | i | i | i | -39
CCOc1ccccc1C(=O)Nc1c[nH]c(=O)[nH]c1=O | i | 0 | 5 | i | i | 2 | i | i | i | i | 3
CSc1cc(-c2ccccc2)[nH]c(=O)c1C#N | i | -2 | -21 | i | i | -9 | i | i | i | i | -4
COc1ccc(NC(=S)Nc2ccc3snnc3c2)cc1 | i | -2 | 20 | i | i | -15 | i | i | i | i | -1
O=C(COc1ncnc2ccccc12)NCCCN1CCCC1=O | i | 4 | 1 | i | i | -20 | i | i | i | i | -4
CCOc1c2ccc(C(=O)NCCc3cccs3)cc2nn1CC | i | 2 | 7 | i | i | -3 | i | i | i | i | -2
CN(Cc1cccc(Cl)c1Cl)c1ccc(S(=O)(=O)N2CCCCC2)cc1[N+](=O)[O-] | i | -1 | 0 | i | i | -12 | i | i | i | i | 2
CC1(C)CC2(CCO1)N1CC3(C)CN2CC(C)(C1)C3=O (stereo not drawn) | i | 0 | -1 | i | i | -11 | i | i | i | i | 0
O=C(Nc1ccc2c(c1)OCCO2)c1ccc(CN2CCOCC2)cc1 | i | -5 | -3 | i | i | -13 | i | i | i | i | 0
C/C(=N\Nc1cccc([N+](=O)[O-])c1)c1ccccc1O | i | -1 | 3 | i | i | -19 | i | i | i | i | -1
COc1ccccc1C(=O)N/N=C/c1cnc2ccccc2n1 | i | 10 | -15 | i | i | -6 | i | i | i | i | -3
CCOC(=O)c1c(C)oc2ccc(O)c(CN3CCCCC3)c12 | i | 2 | nt | i | i | -4 | i | i | i | i | 0
COc1ccc(N2C(=O)CC(N(CCc3ccc(S(N)(=O)=O)cc3)C(=S)Nc3ccccc3)C2=O)cc1 (stereo not drawn) | i | -5 | -8 | i | i | -11 | i | i | i | i | 3
O=C(CCCc1c[nH]c2ccccc12)NCCc1c[nH]c2ccccc12 | i | -3 | -1 | i | i | -13 | i | i | i | i | -1
CC(C)(C)NC(=S)NNC(=O)[C@H]1C[C@@H]1c1ccccc1 | i | 1 | nt | i | i | -8 | i | i | i | i | 0
CCc1noc(C)c1C(=O)Nc1nc(-c2ccc(OC)cc2)cs1 | i | 0 | -13 | i | i | -10 | i | i | i | i | 3
O=C(Cn1ncc2c([nH]c3ccccc32)c1=O)N1CCc2ccccc2C1 | i | -1 | nt | i | i | -3 | i | i | i | i | 0
Cc1ccc(CNC(=O)C2CCCN(c3ncnc4c3nc3n4CCCCC3)C2)cc1 (stereo not drawn) | i | 0 | -4 | i | i | -15 | i | i | i | i | 2
Cc1c(O)nc(SCC(=O)Nc2nccs2)n(-c2ccccc2F)c1=O | i | -3 | 0 | nt | i | -4 | i | i | i | i | -6
O=C(Cc1ccc(Br)cc1)NCCCn1ccnc1 | i | -1 | 1 | i | i | -4 | i | i | i | i | -1
Cc1ccc(C2C(C#N)=C(N)Oc3cc4c(cc32)OCO4)cc1 (stereo not drawn) | i | 1 | 5 | i | i | -5 | i | i | i | i | 1
Cc1ccc(CNC(=O)CSc2nc3ccccc3[nH]2)cc1 | i | 0 | 3 | i | i | -8 | i | i | i | i | 3
COc1ccc(-c2nc3ccccc3c(=O)n2CCCn2ccnc2)cc1 | i | -1 | -6 | nt | i | -17 | i | i | i | i | -3
O=C1CCC/C1=C\c1ccccc1 | i | -4 | -6 | i | i | -3 | i | i | i | i | 1
Cc1c(Br)cc(-c2nnco2)cc1Br | i | -1 | -4 | i | i | -7 | i | i | i | i | -3

(continued)
SMILES | KCNK3 block | GSK3A inh | DYRK1A inh | PolyA inhibitor | KCNQ1 pot | hERG protect | RGS4 inh | RGS4 pot | KCNQ1 block | KCNK9 block | GSK3B inh
CCCC(=O)OCC(=O)Nc1ccccc1Sc1ccccc1 | i | 4 | -5 | i | i | -4 | i | i | i | i | -3
COc1ccc(S(=O)(=O)N2CCC(C(=O)N3CCOCC3)CC2)cc1OC | i | -2 | -1 | i | i | -1 | i | i | i | i | 0
CC(=O)OC(COc1cccc(C)c1)Cn1cnc2ccccc21 (stereo not drawn) | -9.4* | 1 | nt | i | i | -11 | i | i | i | i | 1
Cc1cccc(C)c1N1C(=O)C2ON(c3ccccc3)C(c3ccncc3)C2C1=O (stereo not drawn) | i | 1 | 13 | i | i | -21 | i | i | i | i | 2
CC(C(=O)Nc1cccc([N+](=O)[O-])c1)N1C(=O)NC2(CCCC2)C1=O (stereo not drawn) | i | 0 | 1 | i | i | -6 | i | i | i | i | 0
Cc1cccc(C(=O)OCC(=O)N2CCC(c3ccccc3)=N2)c1O | i | -2 | -1 | i | i | -10 | i | i | i | i | 1
COc1ccc2[nH]c(=O)c(CN(CCO)C(=O)c3cccs3)cc2c1 | i | -3 | 6 | i | i | -8 | i | i | i | i | nt
O=C(Nn1c(-c2ccc(Br)cc2)nc2ccccc2c1=O)c1ccc([N+](=O)[O-])cc1 | i | 0 | 2 | i | i | -12 | i | i | i | i | -2
COc1ccc(Nc2nc(N)c(C(=O)c3ccc(OC)cc3)s2)cc1 | i | 77* | nt | i | i | -2 | i | i | i | i | -65*
C=CCNC(=O)c1ccc(S(=O)(=O)CC)c(Cl)c1Cl | i | -2 | 7 | i | i | -3 | i | i | i | i | 5
CCCc1ccc(Oc2cn[nH]c2-c2ccc(O)cc2O)cc1 | i | -1 | 3 | nt | i | -10 | i | i | i | i | 0
COc1cc(NC2=CC(=O)CC(C)(C)C2)cc(OC)c1OC | i | -2 | 7 | nt | i | -5 | i | i | i | i | -1

3 structures already listed, arranged by length of the SMILES, smallest number first.
SMILES | KCNK3 block | GSK3A inh | DYRK1A inh | PolyA inhibitor | KCNQ1 pot | hERG protect | RGS4 inh | RGS4 pot | KCNQ1 block | KCNK9 block | GSK3B inh
COCC(=O)NC1CC(C)(C)Cc2c1cnn2-c1ccc(F)cc1 (stereo not drawn) | i | -2 | nt | i | i | -1 | i | i | i | i | 0
O=C(C1CCN(S(=O)(=O)c2ccccc2F)CC1)N1CCc2ccccc2C1 | i | -1 | nt | i | i | -9 | i | i | i | i | -4
CCOC(=O)Cn1c(CN2CCN(c3cccc(Cl)c3)CC2)nc2c1c(=O)[nH]c(=O)n2C | i | -3 | 4 | i | i | -12 | i | i | i | i | -1
